M17LAP inhibition = P. falciparum M17LAP inhibitors, primary screen, biochemical, fluorogenic H-Leu-NHMec substrate, 1536-well (AID 1619) | one-dose inhibition, % at 30 µM; IC50 in µM for titrated hits | 220,000 tested, 0.38% active | recombinant M17LAP, H-Leu-NHMec fluorogenic kinetic assay; higher % means a stronger effect;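 active = compound inhibiting the enzyme by more than half at any dose during confirmatory dose-response retesting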;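 also: plate controls were full reaction with DMSO carrier for no effect and no enzyme background for full effect; strong numbers were not always called active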
T cell modulator = T cell immune modulation candidate; 2C CD8+ T cell-vesicle binding, flow cytometry; stronger effect = lower value; calls only at 7 µM; 330,000 tested, 0.068% active; AID 2052;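 active = response, share of CD8 T cells binding vesicles, and their 90th percentile fluorescence all below set limits, cut at about 80% in these data, passing the limit was not always enough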
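Benchmarks: naked versus QL9-loaded vesicles / Assay system: purified 2C TCR transgenic mouse naive CD8+ T cells / Technique: high-throughput flow cytometry with anti-B7-1 and anti-CD8 staining / Timing: Cell–vesicle co-incubation 1.5 h at 37 °C, staining 20 min on ice / Read-out: percent CD8+ FL2 mean versus row control / Probe or stimulus: QL9-loaded Drosophila micro-vesicles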
West Nile virus CPE = West Nile virus antiviral activity, cell-based, CPE readout (AID 1621) | West Nile virus-infected cells, CPE inhibition; higher % means a stronger effect | CPE inhibition, % at 10 µM; hits with a dose series show IC50 in µM | 290,000 tested, 0.02% active; in the data active = a potency from the dose series; also: strong numbers were not always called active
M1AAP inhibition = P. falciparum M1AAP inhibitors, biochemical, fluorogenic H-Leu-NHMec substrate, 1536-well (AID 1445). recombinant M1AAP, H-Leu-NHMec fluorogenic kinetic assay; higher % means a stronger effect. inhibition, % at 30 µM, or IC50 in µM where a hit was titrated. 220,000 tested, 0.42% active;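 active = primary inhibition above the hit cutoff, then over 50% inhibition at one or more dose response concentrations, cut at about 23% in these data, passing the limit was not always enough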;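 also: plate controls were DMSO full reaction for no effect and no enzyme background for full effect; strong numbers were not always called active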
human PMI inhibitors = human PMI inhibitors, high substrate, primary screen, biochemical, fluorescence intensity, high mannose 6-phosphate (AID 1220); recombinant PMI enzyme, coupled fluorescence intensity; higher % means a stronger effect; inhibition, % at 20 µM, or IC50 in µM where a hit was titrated; 190,000 tested, 0.66% active
TNAP activators = stimulation of alkaline phosphatase TNAP activity – biochemical, luminescent, no phosphate acceptor, uHTS, primary screen (AID 1001). purified TNAP, luminescent activation assay, no phosphate acceptor; higher activation fold means a stronger effect. activation fold at 20 µM, or EC50 in µM where a hit was titrated. 200,000 tested, 0.03% active; in the data active = activation fold from about 3, or a potency from the dose series; inactive = the rest, 99 in 100 with activation fold below about 1.6; also: many of its hits are not listed in these tables
PMI inhibitors = MPI enzyme activity inhibition – biochemical, fluorescence intensity, coupled assay, primary screen (AID 1209); purified PMI enzyme, coupled fluorescence intensity; higher % means a stronger effect; one-dose inhibition, % at 20 µM; IC50 in µM for titrated hits; 190,000 tested, 0.42% active;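 also: plate controls were DMSO vehicle for no effect and wells lacking substrate for full effect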
RSV antiviral HEp-2 = RSV antiviral activity via CPE protection, HEp-2 cells, primary 10 µM value included (AID 2391); CPE inhibition, % at 10 µM; hits with a dose series show IC50 in µM; HEp-2 cells, RSV-induced CPE inhibition; higher % means a stronger effect; 310,000 tested, 0.13% active; in the data active = a potency from the dose series; also: strong numbers were not always called active
UTI89 phage lysis = protection from phage-mediated lysis, alamar blue read-out – E. coli UTI89, K1F phage, bacterial capsule biogenesis inhibitors (AID 488966); 340,000 tested, 0.02% active; E. coli UTI89 K1F phage lysis, alamar blue, 2 h; higher % means a stronger effect; inhibition, % at 100 µM, or IC50 in µM where a hit was titrated;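 active = phage lysis inhibition, versus mean bacterial control, above a set limit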;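 also: capsule biogenesis inhibitors block K1F phage lysis so surviving cells raise fluorescence; higher fluorescence means more inhibition of phage lysis; actives were called in the ten point dose series up to 300 µM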
T cell modulator vesicle-bound % = second read-out of T cell modulator, no call of its own (marks repeat the call); double positive events, %; measured here: CD8+ vesicle-bound cell fraction;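 binding gate set so that unloaded-vesicle control wells show 10% double positive cells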
The depositor's hits bear a star; i = inactive; nt = no result given; [ ] = remark or other dose. Rule as the data show it, unless noted: active = inhibition above about 50%; inactive = the rest.

SMILES | M17LAP inhibition | T cell modulator | T cell modulator vesicle-bound % | West Nile virus CPE | M1AAP inhibition | human PMI inhibitors | TNAP activators | PMI inhibitors | RSV antiviral HEp-2 | UTI89 phage lysis
O=S(=O)(c1ccc(OCC(O)CNCc2ccco2)c(Cl)c1)N1CCOCC1 (stereo not drawn) | -7.6% | i | 56.5 | nt | 7.2% | -3.4% | 1.1 | -2.0% | 0.5% | 5.5%
Cc1cccc(NC(=O)CSc2nc3ccccc3nc2N2CCCCC2)c1 | nt | i | 28.7 | -0.9% | nt | nt | nt | nt | 9µM* | 3.9%
COC(=O)CSC(=S)N1CCCC(C)C1 (stereo not drawn) | 2.8% | i | 37.7 | 0.1% | 3.4% | -5.3% | 1.1 | -1.0% | 0.9% | 0.2%
Cn1c(C(=O)NCCCN2CCc3ccccc3C2)cc2c(=O)n(C)c3ccccc3c21 | 5.0% | nt | nt | 0.3% | 5.3% | 22.8% | 1.1 | 12.8% | -0.8% | 0.7%
O=C(NCc1ccccn1)c1ccc(CNS(=O)(=O)c2cccc(Cl)c2)cc1 | -3.0% | i | 53.3 | -1.1% | 10.6% | 3.9% | 1.1 | 15.9% | 1.6% | 3.9%
COc1ccccc1CNc1ccc(CNc2ncn[nH]2)cc1 | 4.1% | i | 58.6 | -0.4% | -1.4% | 13.7% | 1.9 | 6.4% | 0.5% | -0.5%
CC1CCCC(C)N1CC(O)COc1ccc(Cl)cc1 (stereo not drawn) | 2.2% | i | 39.7 | 0.5% | 5.0% | 5.8% | 1.1 | 2.6% | -0.5% | 1.4%
NC(=O)NOCc1ncc(C(F)(F)F)cc1Cl | -5.1% | i | 26.7 | -0.2% | 7.6% | -10.9% | 1.1 | -4.7% | 13.6% | 3.7%
COc1cccc2sc(N(CCCN(C)C)C(=O)C(c3ccccc3)c3ccccc3)nc12 | 0.0% | i | 33.8 | -1.4% | 2.3% | 2.9% | 1 | -18.8% | 53.2% | 0.1%
CC(=O)N1CCC(C(=O)Nc2nc(-c3ccccc3)ns2)CC1 | 3.4% | i | 21.5 | -0.5% | 7.0% | -8.5% | 1.1 | -7.5% | -2.1% | 1.9%
COC(=O)N1[C@H](Cc2ccccc2)C=C[C@]1(C)C(=O)O | -5.1% | i | 20.5 | 0.1% | 3.7% | -8.7% | 1.1 | -19.8% | 1.6% | -0.1%
CCOC(=O)C1CCN(C(=O)c2ccco2)CC1 | 10.7% | i | 56.8 | 0.1% | 2.2% | -2.4% | 1 | -7.8% | 4.0% | 0.6%
COC(=O)c1ccc(CSc2nc3ccc(S(=O)(=O)N4CCOCC4)cc3[nH]2)cc1 | -1.3% | i | 41.7 | 0.1% | 10.5% | 12.1% | 1.1 | 17.8% | 2.2% | 6.2%
CCN(CC)S(=O)(=O)c1ccc(C(=O)OCC(=O)NCCN2C(=O)CSC2=O)cc1 | -0.3% | i | 29.6 | 0.5% | -0.5% | 8.4% | 1.2 | -2.1% | 1.5% | 0.1%
Cn1c(Cn2c(=O)sc3ccccc32)nnc1SCC(=O)N1CCCC1 | -4.8% | i | 41.8 | -0.1% | 6.3% | -7.0% | 1.1 | -4.6% | 0.7% | -1.8%
CC1CCN(Cc2cc(=O)oc3cc4c(cc23)CCCC4)CC1 | 2.9% | i | 21.2 | 0.6% | 1.6% | nt | nt | nt | 4.1% | -2.2%
NS(=O)(=O)c1ccc(NC(=S)NC(=O)c2cccc(Br)c2)cc1 | -4.3% | nt | nt | 0.1% | 5.3% | -8.3% | 0.4 | 1.6% | nt | -0.4%
COC(=O)c1ccc(Oc2ccc(C(C)(C)C)cc2)c([N+](=O)[O-])c1 | -3.0% | i | 37.1 | nt | -4.6% | 9.6% | 1.1 | 11.7% | 1.5% | -0.3%
CC(C)C(=O)Nc1ccc2c(c1)C(=O)N(CCC(=O)O)C2=O | -99.9% | i | 4.6 | 0.0% | -1.5% | 14.5% | 1.1 | 6.4% | 2.4% | 0.3%
CC(C)(C)NC(=O)NC(=O)CN1CCN(c2ccccc2O)CC1 | 8.4% | i | 44.4 | -0.3% | 0.0% | 20.0% | 1.1 | 7.8% | -1.6% | 4.7%
Nc1cccc(Oc2cnccn2)c1 | nt | i | 41.1 | 0.1% | nt | nt | nt | nt | 1.0% | 0.4%
O=C(CN1CCN(Cc2ccccc2F)C1=O)NCc1cccnc1 | 2.1% | i | 24.8 | -0.2% | 6.8% | 2.6% | 1.1 | 0.2% | 0.6% | 0.8%
CCOC(=O)CCc1c(C)nc2cc(-c3ccc(F)cc3)[nH]n2c1=O | 0.9% | i | 4.7 | 0.0% | 5.3% | 13.5% | 1 | 15.6% | 0.9% | -0.2%
O=C1CCCN1CCCNc1ncnc2c1[nH]c1ccc(Cl)cc12 | 4.1% | i | 20.9 | 0.1% | 12.8% | 8.6% | 1.2 | 10.5% | 0.2% | -0.5%
CC(=O)n1c(Cl)c(NC(=O)CCl)c2ccccc21 | -1.5% | i | 10.1 | 1.6% | 4.0% | 0.4% | 1.1 | 12.3% | 12.6% | 0.1%
O=C(O)c1[nH]c2ccccc2c1-c1ccccc1 | 51.0% | i | 57.8 | -0.2% | 8.1% | 0.8% | 1.2 | 2.9% | 1.1% | -3.1%
O=C1C2C3C=CC(C3)C2C(=O)N1CNc1ccc(O)cc1 (stereo not drawn) | 10.8% | i | 42.7 | 0.3% | 13.4% | 58.4%* | 1.1 | 38.1% | -0.1% | nt
Cc1cc(S(=O)(=O)/N=C(\N)c2ccc(C(N)=O)cc2)cc(C)c1F | nt | i | 18.2 | 0.0% | nt | nt | nt | nt | 1.0% | -0.1%
COc1ccc(C2C(C(=O)NCc3ccccn3)CCC(=O)N2c2cc(OC)c(OC)c(OC)c2)cc1 (stereo not drawn) | -3.9% | i | 27.3 | 0.5% | 0.0% | 6.5% | 1.1 | 1.3% | 0.8% | 0.0%
c1ccc(CCNCC2COc3ccccc3O2)cc1 (stereo not drawn) | nt | i | 43.6 | -0.4% | nt | nt | nt | nt | 0.8% | 1.7%
Cc1ccc(OCC(=O)NC2CCS(=O)(=O)C2)cc1 (stereo not drawn) | -2.7% | i | 18.9 | -0.1% | -4.0% | 1.3% | 1 | 7.3% | -1.0% | 6.8%
N#C/C(=C\c1ccc(OCc2ccc(C(=O)O)cc2)cc1)C(=O)NCc1ccccc1 | nt | i | 31.6 | -0.7% | nt | nt | nt | nt | 1.5% | 0.2%
CN(CC(=O)N1CCN(c2ccccc2)CC1)C1CCCc2ccccc21 (stereo not drawn) | nt | i | 39.9 | 0.8% | nt | nt | nt | nt | 4.5% | 0.2%
CCOP1(=O)OCC2OC(n3cnc4c(N)ncnc43)C(O)C2O1 (stereo not drawn) | 5.6% | i | 12.3 | 0.2% | -1.7% | nt | nt | nt | 1.8% | -1.4%
CC(C)Sc1ncc(S(=O)(=O)c2ccccc2)c(=O)[nH]1 | -1.4% | i | 31.9 | 0.3% | 1.3% | -17.2% | 1.1 | -19.1% | -0.7% | 0.2%
CCc1cc(C(=O)c2ccc(OC)cc2)c(NC(=O)CN2CCN(C)CC2)s1 | 4.8% | i | 27.6 | 0.4% | 11.3% | nt | nt | nt | 1.8% | 1.8%

Quoted from above, ten compounds:
SMILES | M17LAP inhibition | T cell modulator | T cell modulator vesicle-bound % | West Nile virus CPE | M1AAP inhibition | human PMI inhibitors | TNAP activators | PMI inhibitors | RSV antiviral HEp-2 | UTI89 phage lysis
O=C1C2C3C=CC(C3)C2C(=O)N1CNc1ccc(O)cc1 (stereo not drawn) | 10.8% | i | 42.7 | 0.3% | 13.4% | 58.4%* | 1.1 | 38.1% | -0.1% | nt
Cc1cc(S(=O)(=O)/N=C(\N)c2ccc(C(N)=O)cc2)cc(C)c1F | nt | i | 18.2 | 0.0% | nt | nt | nt | nt | 1.0% | -0.1%
COc1ccc(C2C(C(=O)NCc3ccccn3)CCC(=O)N2c2cc(OC)c(OC)c(OC)c2)cc1 (stereo not drawn) | -3.9% | i | 27.3 | 0.5% | 0.0% | 6.5% | 1.1 | 1.3% | 0.8% | 0.0%
c1ccc(CCNCC2COc3ccccc3O2)cc1 (stereo not drawn) | nt | i | 43.6 | -0.4% | nt | nt | nt | nt | 0.8% | 1.7%
Cc1ccc(OCC(=O)NC2CCS(=O)(=O)C2)cc1 (stereo not drawn) | -2.7% | i | 18.9 | -0.1% | -4.0% | 1.3% | 1 | 7.3% | -1.0% | 6.8%
N#C/C(=C\c1ccc(OCc2ccc(C(=O)O)cc2)cc1)C(=O)NCc1ccccc1 | nt | i | 31.6 | -0.7% | nt | nt | nt | nt | 1.5% | 0.2%
CN(CC(=O)N1CCN(c2ccccc2)CC1)C1CCCc2ccccc21 (stereo not drawn) | nt | i | 39.9 | 0.8% | nt | nt | nt | nt | 4.5% | 0.2%
CCOP1(=O)OCC2OC(n3cnc4c(N)ncnc43)C(O)C2O1 (stereo not drawn) | 5.6% | i | 12.3 | 0.2% | -1.7% | nt | nt | nt | 1.8% | -1.4%
CC(C)Sc1ncc(S(=O)(=O)c2ccccc2)c(=O)[nH]1 | -1.4% | i | 31.9 | 0.3% | 1.3% | -17.2% | 1.1 | -19.1% | -0.7% | 0.2%
CCc1cc(C(=O)c2ccc(OC)cc2)c(NC(=O)CN2CCN(C)CC2)s1 | 4.8% | i | 27.6 | 0.4% | 11.3% | nt | nt | nt | 1.8% | 1.8%

The list goes on.
SMILES | M17LAP inhibition | T cell modulator | T cell modulator vesicle-bound % | West Nile virus CPE | M1AAP inhibition | human PMI inhibitors | TNAP activators | PMI inhibitors | RSV antiviral HEp-2 | UTI89 phage lysis
COC(=O)CSc1nnc(CNS(=O)(=O)c2ccc(C)cc2)n1C | -9.7% | i | 13.7 | 0.3% | -1.0% | -15.4% | 1 | -13.1% | 1.5% | 0.4%[50 µM]
COc1ccc(-c2nnc(SCC(=O)N3CCCCC3)o2)cc1OC | -0.2% | i | 44.2 | 0.3% | -0.6% | 16.8% | 1.1 | 20.5% | 0.6% | 2.6%
CC(=O)c1cccc(CN2CCC(CO)(Cc3ccccc3)CC2)c1 | 0.8% | i | 54.4 | -0.1% | 10.2% | -5.4% | 1.1 | 2.6% | -0.1% | 0.2%
COCCNc1nc(-c2cc(-c3ccc(Cl)cc3)on2)cc(C(C)C)n1 | 7.5% | i | 48.4 | -0.6% | 13.1% | nt | nt | nt | 5.3% | 1.2%
c1ccc(-n2cnc3cc(NCc4ccccn4)ccc32)cc1 | 6.8% | i | 29.4 | -0.4% | 4.1% | -14.4% | 1 | 7.2% | 4.8% | 6.0%
Cc1nn(-c2ccccc2)c(N2CCCCC2)c1/C=N/NC(=O)c1ccncc1 | 7.4% | i | 52.5 | -1.3% | 7.9% | 9.8% | 1 | 9.8% | 8.5% | 0.2%

Compound activity: PubChem, several laboratories
